Screening results: PubChem, The Scripps Research Institute Molecular Screening Center
LEDGF integ inh: blockers of LEDGF/p75-dependent integrase strand transfer – biochemical, TR-FRET, high throughput, primary screen; TR-FRET IN-LEDGF/p75 DNA integration, Eu/Cy5; inhibition, % at 3.7 µM; 0.64% of 370,000 active; HIV-1 integrase (with human LEDGF/p75); AID 743269, 2014;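 active means inhibition above the screen-wide mean plus 3 SD, cut at about 13% in these data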;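 further: signal is the Cy5 over europium emission ratio at 671 and 618 nm; 0% = plate median of compound wells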
UHRF1 binding: UHRF1 methylated DNA binding inhibitors, primary screen, counter-screen for MBD2 inhibitor project, biochemical, TR-FRET, human UHRF1, single concentration; E3 ubiquitin-protein ligase UHRF1 (Homo sapiens), Q96T88; UHRF1 binding to methylated oligo; inhibition, % at 4.4 µM; 0.75% of 370,000 active; AID 687016, 2013; in the data active means inhibition above about 21%;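 further: UHRF1 SRA domain binding a hemimethylated CpG hairpin DNA probe; 0% = median of test compound wells and 100% = reference inhibitor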
Tn6 DDE FP: inhibitors of Tn6 peptide binding to fibrin DD(E), primary screen, biochemical, fluorescence polarization, human fibrin, Tn6 probe; Fibrin DD(E) TRITC-Tn6 fluorescence polarization displacement; inhibition, % at 8.3 µM; 0.21% of 370,000 active;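 active means inhibition above a per-campaign cutoff: mean of compounds within control limits plus 3 SD, cut at about 15% in these data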;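 further: 0% = median of all compound wells on the plate and 100% = blocking peptide control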
PRMT1 inh: PRMT1 methyltransferase inhibitors, primary screen, biochemical, fluorescence polarization; recombinant PRMT1, activity-based probe fluorescence polarization; inhibition, % at 2.79 µM; 1.3% of 370,000 active; AID 652257, 2013;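 active means inhibition above about 21% made by adding two undisclosed values, limit read from the data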
Target sequence (Q99873 whole entry, looked up): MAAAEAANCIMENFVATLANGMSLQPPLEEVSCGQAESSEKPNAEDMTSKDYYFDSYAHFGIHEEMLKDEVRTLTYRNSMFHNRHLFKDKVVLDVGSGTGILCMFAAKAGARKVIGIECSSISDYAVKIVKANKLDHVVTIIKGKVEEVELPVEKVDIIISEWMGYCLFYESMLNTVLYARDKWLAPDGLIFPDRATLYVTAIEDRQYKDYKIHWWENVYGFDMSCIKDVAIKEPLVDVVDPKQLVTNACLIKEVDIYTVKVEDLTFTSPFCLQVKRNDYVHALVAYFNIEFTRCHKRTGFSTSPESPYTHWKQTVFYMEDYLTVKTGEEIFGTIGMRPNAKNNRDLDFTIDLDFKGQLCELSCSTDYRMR
TDP2 inh: human TDP2 enzyme inhibitors, primary screen, biochemical, epi absorbance, recombinant enzyme; 0.34% of 370,000 active; AID 720702, 2013; Tyrosyl-DNA phosphodiesterase 2 (Homo sapiens), O95551; T5PNP hydrolysis, p-nitrophenol absorbance 415 nm; inhibition, % at 12.8 µM;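 active means inhibition above the mean of all tested compounds plus 3 SD, set per campaign, cut at about 25% in these data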;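 further: 0% = DMSO with enzyme and 100% = buffer with substrate but no TDP2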
Target sequence (O95551 whole entry, looked up): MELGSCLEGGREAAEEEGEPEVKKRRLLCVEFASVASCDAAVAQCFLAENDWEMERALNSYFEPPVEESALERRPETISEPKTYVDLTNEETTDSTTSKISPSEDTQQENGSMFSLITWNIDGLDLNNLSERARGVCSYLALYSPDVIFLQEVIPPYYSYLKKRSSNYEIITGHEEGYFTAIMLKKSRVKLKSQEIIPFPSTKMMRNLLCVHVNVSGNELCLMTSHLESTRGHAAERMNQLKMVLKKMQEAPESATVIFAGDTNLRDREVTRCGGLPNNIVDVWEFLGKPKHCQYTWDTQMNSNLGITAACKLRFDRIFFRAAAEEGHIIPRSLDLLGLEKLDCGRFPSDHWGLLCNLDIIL
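System: recombinant human TDP2 / Amount: 120 nM TDP2 per well / Also added: 5 mM T5PNP chromogenic substrate / Doses: 12.8 µM single point, 1% DMSO / Incubation: 2 h at 37 °C / Detection: p-Nitrophenol epi absorbance / Evaluation: % inhibition relative to enzyme-containing and enzyme-free wells / Repeats: singlicate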
proKLK7 act: proKLK7 zymogen activators, primary screen, biochemical, fluorescence intensity. AID 652039, 2013. Kallikrein-7 (Homo sapiens), P49862. purified proKLK7, EDANS-DABCYL substrate fluorescence; 100% is mature enzyme control, 0% vehicle. 0.9% of 370,000 active. activation, % at 7 µM;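 active means activation above the mean of all tested compounds plus 3 SD, computed per campaign excluding outliers beyond control limits, cut at about 13% in these data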
Target sequence (P49862 whole entry, looked up): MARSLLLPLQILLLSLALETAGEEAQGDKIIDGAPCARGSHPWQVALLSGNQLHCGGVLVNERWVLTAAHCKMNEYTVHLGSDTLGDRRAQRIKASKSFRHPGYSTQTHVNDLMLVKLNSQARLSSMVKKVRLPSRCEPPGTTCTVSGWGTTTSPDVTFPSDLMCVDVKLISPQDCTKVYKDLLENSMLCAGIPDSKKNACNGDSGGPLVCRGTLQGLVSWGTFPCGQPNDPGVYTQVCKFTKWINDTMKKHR
DDE Tn7 FP inh: inhibitors of Tn7 peptide binding to fibrin DD(E), primary screen, biochemical, fluorescence polarization, human fibrin, Tn7 probe; inhibition, % at 8.3 µM; FP displacement of FITC-Tn7 peptide from fibrin DD(E); 0% = median of compound wells per plate; AID 720508, 2013; Fibrinogen beta chain (Homo sapiens), P02675; 0.13% of 370,000 active;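 active means inhibition above the mean of compounds falling within the control limits plus 3 SD of them, cut at about 14% in these data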;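 further: 0% = plate median of compound wells and 100% = 10 µM Aha-Tn7 peptide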
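Assay system: Human fibrin DD(E) protein | Medium: Tris buffer with calcium and detergent, pH 7.8 | Reagent: 0.1 µM fluorescent Tn7 | Compound dosing: Single point at 8.3 µM | Times: 10 min preincubation, 3 h with tracer, room temperature | Detection: Fluorescence polarization of the labelled Tn7 tracer | Controls: Aha-Tn7 high control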
TCR-CD3 inh: inhibitors of human TCR-CD3 interaction, primary screen, biochemical, fluorescence, TAMRA-labeled TCR probe. T-cell receptor (TCR). inhibition, % at 9.4 µM. 0.37% of 360,000 active; in the data active means inhibition above about 19%;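 further: recombinant mutant TCR 2C K166C tagged with TAMRA read by polarization; 0% = receptor in buffer alone and 100% = receptor with positive control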
MBD2 inh: inhibitors of MBD2 binding to methylated DNA, primary screen, biochemical, TR-FRET, DNA-binding domain, human; MBD2 binding to methylated oligonucleotide; inhibition, % at 4.4 µM; Methyl-CpG-binding domain protein 2 (Homo sapiens), Q9UBB5; 0.31% of 370,000 active; in the data active means inhibition above about 13%
SIAE primary: human SIAE inhibitors, primary screen, biochemical, fluorescence polarization, FP-Rh probe, 1536-well HTS | Sialate O-acetylesterase (Homo sapiens), Q9HAT2 | inhibition, % at 9.66 µM | SIAE FP-Rh probe binding | 0.69% of 370,000 active;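 active means inhibition above a cutoff: mean of compounds within the control limits plus 3 SD of those, cut at about 17% in these data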;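 further: 0% = plate median of compound wells and 100% = probe without SIAE protein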
An asterisk follows results filed as active; nt = no result given; & = joins results of further samples; ! = not confirmed by another sample.

The opening two records, to show the layout:
SMILES	LEDGF integ inh	UHRF1 binding	Tn6 DDE FP	PRMT1 inh	TDP2 inh	proKLK7 act	DDE Tn7 FP inh	TCR-CD3 inh	MBD2 inh	SIAE primary
CCOC(=O)Cn1c(=O)oc2cc(S(=O)(=O)Nc3cc(OCC)ccc3OCC)ccc21	-2.8	-2.6	3.3	-5.6	0.2	1.0	-10.0	8.2	0.8	7.1
C[n+]1ccn(CC(=O)c2cccs2)c1	3.0	-0.7	-1.9	-1.7	-5.5	-0.6	0.6	-0.5	2.8	3.1

Main list, previewed entries included:
SMILES	LEDGF integ inh	UHRF1 binding	Tn6 DDE FP	PRMT1 inh	TDP2 inh	proKLK7 act	DDE Tn7 FP inh	TCR-CD3 inh	MBD2 inh	SIAE primary
CCOC(=O)Cn1c(=O)oc2cc(S(=O)(=O)Nc3cc(OCC)ccc3OCC)ccc21	-2.8	-2.6	3.3	-5.6	0.2	1.0	-10.0	8.2	0.8	7.1
C[n+]1ccn(CC(=O)c2cccs2)c1	3.0	-0.7	-1.9	-1.7	-5.5	-0.6	0.6	-0.5	2.8	3.1
CN1CCN(C(=O)c2cc(C(C)(C)C)cc(C(C)(C)C)c2)CC1	-0.2	-0.9	-6.3	-1.2	0.8	0.2	-3.9	-7.0	-1.7	-3.0
O=C1COc2ccc(S(=O)(=O)N3CCC(C(=O)NCc4ccc(F)cc4)CC3)cc2N1	-3.0	-0.7	2.6	1.2	-9.1	-0.8	3.4	8.2	-3.5	13.1
CCN(CC)C(=O)c1sc(NC(=O)c2ccc3c(c2)OCO3)c(C(N)=O)c1C	0.2	-1.0	-3.1	4.6	-0.2	1.1	5.0	-1.4	2.5	-6.9
COc1cccc(-c2cnc(C(O)c3ccc(Cl)cc3C)[nH]2)c1 (stereo not given)	-1.0	-1.0	3.2	-1.5	0.8	0.1	-1.9	2.5	-1.4	4.7
COc1ccc(C(=O)OCC(=O)NC2CCCC2)cc1OC	-2.1	-0.5	-0.8	4.9	0.4	-0.5	-1.8	1.1	9.7	1.2
C[C@@H]1CN(Cc2nc(-c3cnccn3)no2)C[C@H](C)O1	3.9	3.0	-0.2	-0.8	-20.1	0.6	-3.8	1.0	-3.1	-2.9
CC(C)CC(NC(=O)C1CCCN1C(=O)CNC(=O)OCc1ccccc1)C(=O)O (stereo not given)	-0.6	0.3	0.3	-0.8	7.1	0.6	-1.3	2.0	-1.4	-1.8
CN(C)C1(CNC(=O)C2CCN(S(=O)(=O)c3cc(Cl)ccc3Cl)CC2)CCCCC1	-1.1	3.8	3.7	2.9	-10.6	0.2	4.8	-8.4	0.8	-3.1
Cc1ccc(S[C@@H](CCN2CC[C@H](C(C)(C)C)CCC2=O)c2ccccc2)cc1	-1.4	-4.1	-2.1	-2.4	-15.4	-0.3	-0.4	-1.1	3.0	-2.5
Cc1c(NC(=O)C(C)Sc2nccn2C)c(=O)n(-c2ccccc2)n1C (stereo not given)	2.4	19.1	-9.2	-2.4	-7.5	-0.3	-7.1	-5.6	6.4	1.6
CN1CCN(c2ccc(NC(=O)c3ccc4ccccc4c3)cc2)CC1	-2.1	-1.4	9.0	3.9	-3.5	0.2	2.2	0.9	-1.1	4.2
COc1ccc(C(CNc2ncnc3sc(C)c(C)c23)N(C)C)cc1 (stereo not given)	-3.4	0.3	1.9	5.2	4.8	0.2	-1.6	-6.8	2.0	-4.1
CCOc1ccc(-c2cnc3ccccc3n2)cc1	1.9	-0.2	-7.2	2.3	4.4	-3.8	5.4	2.6	-0.9	8.8
O=C(COC(=O)c1cccc(S(=O)(=O)N2CCCCC2)c1)NCc1ccccc1	0.5	-1.6	-0.2	-1.3	3.1	0.5	-10.4	-8.5	-0.5	-4.9
Cc1ccc2sc(C)[n+](CCC(C)S(=O)(=O)[O-])c2c1 (stereo not given)	-3.0	4.5	-0.6	57.2*	0.7	0.5	1.6	-3.2	3.9	-2.7
CN(C)c1ccc(/C=N/NC(=O)C[n+]2ccccc2)cc1	-1.4	-3.5	9.7	-1.6	8.4	-0.5	1.1	5.5	-2.1	12.4
NC(=O)C(c1ccccn1)c1ncc(C(F)(F)F)cc1Cl (stereo not given)	-0.2	1.2	0.8	-1.7	1.0	-0.2	-2.1	2.4	1.1	5.4
O=C(N1CCOCC1)N1CCC(n2nnc3ccccc32)CC1	-1.6	2.7	-10.3	-0.1	-6.7	-0.3	-11.4	0.4	2.7	13.8
N/C(=N\OC(=O)Cc1ccc(Cl)cc1)c1ccccn1	-2.4	-1.7	-0.3	1.3	-3.3	-0.1	-2.8	8.4	-0.3	-4.5
COc1ccc(OC)c(C(C(=O)NC2CCCCC2)N(C(=O)c2ccccn2)c2cccnc2)c1 (stereo not given)	-1.4	-0.1	-2.9	-1.2	4.1	0.4	-10.9	6.2	-4.0	-0.8
CN(C)Cc1c(O)ccc2occ(C(O)c3ccccc3)c12 (stereo not given)	3.0	-1.3	-1.8	0.0	-2.5	-0.6	2.6	-0.9	3.0	5.3
Cn1c(CSCc2ccc(Cl)cc2)nnc1SCC(=O)Nc1nccs1	-2.9	-0.5	4.0	0.2	12.4	0.3	-0.2	4.5	3.6	9.0
CC(C)NC(=O)c1onc(CSc2ccccc2F)c1C(=O)O	-0.5	-0.8	8.3	4.5	9.6	-0.4	-1.9	-0.4	3.6	-1.8
CCC(C)Sc1cccc(-c2nc3cc(C)ccn3c2NC2CCCCC2)c1 (stereo not given)	2.0&-1.3	-1.6&-2.4	4.8&1.2	0.3&-0.3	-21.8&-5.0	-79.0&-30.2	-4.3&3.0	24.6*!	-2.2&-10.6	4.3&2.8
c1cc2c(cc1-c1[nH]ncc1CN1C[C@H]3CC[C@H]1C3)OCO2	4.5	-4.4	2.8	2.2	-0.7	0.1	0.1	2.0	1.9	-1.2
CC1CCCN(C(=O)C2CCN(S(=O)(=O)c3ccc4c(c3)CC(C)N4C(=O)C3CC3)CC2)C1 (stereo not given)	0.2	0.5	-5.2	4.3	2.2	-0.1	-7.2	3.8	3.2	2.6
COc1ccc(CCNC(=S)Nc2ccccc2C)cc1	-0.1	-1.5	4.8	-1.2	-4.1	-0.3	10.7	3.0	-1.6	3.0
CC(=O)Nc1ccc(NC(=O)C2CCCN2C(=O)Nc2ccccc2[N+](=O)[O-])cc1 (stereo not given)	-2.5	1.7	-1.0	5.0	2.3	-0.1	-3.7	0.2	6.4	-2.6
O=C(CSc1nccn(-c2cccc(F)c2)c1=O)Nc1ccc(Cl)cc1F	2.4	-5.5	-7.8	74.5*	-2.9	-0.6	-2.8	3.8	0.4	-4.6
N#Cc1ccccc1NCc1ccccc1	-8.4	2.7	6.9	0.8	-2.6	-0.9	-5.4	-8.9	0.4	0.1
N#Cc1cccc(NC(=O)OC2CC3CC2[C@H]2CCCCN2[C@H]3Cc2ccccc2)c1 (stereo not given in full)	0.8	7.1	3.1	1.1	-6.1	0.4	10.0	nt	-5.6	-1.7
CCc1ccc(NC(=O)CSc2nc3ccsc3c(=O)n2CCC(=O)O)cc1	-2.8	0.6	0.3	-0.2	-3.4	0.6	-1.5	2.3	2.1	5.1
CC1(C(=O)NCc2ccccc2)Oc2ccccc2NC1=O (stereo not given)	-0.1	0.3	-4.7	2.7	11.2	-0.2	-2.2	2.1	0.7	12.6
Cc1occc1C(=O)NNC(=S)NC(=O)COc1ccc(Cl)cc1Cl	-0.2	4.0	-1.1	13.5	-4.8	-0.3	-2.8	0.3	1.6	2.6
CN(C(=O)N1CCN(S(=O)(=O)c2ccccc2)CC1)c1ccccc1	-1.0	-1.1	2.8	0.8	10.8	-0.4	-4.7	-3.3	-2.0	-3.5
O=C(NNC(=O)c1ccc2c(=O)n3c(nc2c1)CCC3)c1ccc(Cl)cc1	-1.9	-1.4	2.5	-2.4	6.0	0.1	5.9	4.4	-0.1	2.6
c1ccc(CCCNCCCn2cnc3c(OCc4ccccc4)ncnc32)cc1	2.0	-1.2	6.7	0.0	7.4	0.7	0.5	5.0	-1.5	-2.7
COc1ccc(NC(=O)c2ccccc2[N+](=O)[O-])cc1OC	-2.7	0.1	0.9	-0.2	9.8	0.2	4.1	2.8	3.1	-3.1
Fc1ccccc1C1c2[nH]c3ccccc3c2CCN1Cc1cccn1-c1ncccn1 (stereo not given)	-1.9	-1.1	3.3	-0.1	4.8	0.0	-6.1	-0.4	-4.2	-3.5
CCOC(=O)Cc1csc(NC(=O)CN2CCCCC2)n1	0.9	6.8	2.5	-3.5	-15.6	0.3	-6.9	-0.8	-1.6	-4.4
CS(=O)(=O)Nc1ccccc1C(=O)N1CCN(c2ccccc2)CC1	1.7	-1.1	1.4	-1.4	20.4	0.4	11.6	-2.5	2.3	-7.9
CCn1nc(NC(=O)c2cccnc2)c2cc3ccccc3nc21	0.0	-5.2	1.3	-1.7	-14.0	1.4	4.3	-1.1	-1.5	1.0
CC(OC(=O)C1=COCCO1)C(=O)NC1CCCCC1C (stereo not given)	-3.1	0.1	-7.7	0.6	-1.0	0.2	0.8	-3.2	-0.5	0.8
O=C(CSc1nnc(Cc2ccccc2)o1)Nc1ccc2c(c1)OCO2	-1.7	5.0	-5.2	-1.4	-12.3	-0.2	3.1	-2.1	-4.3	-0.5
COc1ccc(C(=O)NCCc2cn3ccccc3n2)cc1	1.8	15.0	5.7	2.7	-1.5	-0.2	-0.6	0.7	4.4	4.0
CC(C)c1ccc(/C=N/NC(=O)c2cc(-c3cccc([N+](=O)[O-])c3)n[nH]2)cc1	-0.8	-0.4	-0.8	-2.5	9.2	-0.1	2.9	3.0	-3.2	-1.5
CN(CCC#N)C(=O)COC(=O)c1ccccc1OCc1ccccc1Cl	7.7	2.4	0.9	-3.5	-2.8	0.2	4.4	-2.9	-5.1	5.9
CCN1C(=O)CC(N2CCN(c3cccc(OC)c3)CC2)C1=O (stereo not given)	-2.6	0.5	4.8	2.2	3.8	0.5	1.0	3.5	1.2	3.9
CC(=O)N1CCN(C(=O)c2ccc(Cl)c(S(=O)(=O)N3CCCC3)c2)CC1	-2.8	1.2	-3.5	5.3	-20.4	-0.2	2.1	-2.9	-1.5	-9.2
CC1CCN(S(=O)(=O)c2ccc3c(c2)c(=O)c(C(=O)N2CCCCC2)cn3C)CC1	-3.1	73.3*	3.5	-3.8	-5.6	-0.1	9.1	3.2	-2.4	6.8
